Bioassay records as filed in PubChem.
RNase H inhibition: RNase H inhibition, HIV 1 Gag Pol polyprotein, FRET biochemical assay, screening (AID 372) | HIV-1 RT RNase H, FRET RNA/DNA substrate fluorescence; higher % means a stronger effect | one-dose inhibition, % at 10 µM; IC50 in µM for titrated hits | actives 0.77% (n = 100,000); in the data active = inhibition above about 50%
* marks the source's active call; other numbers are inactive results. An excerpt; count on the stated rates, not on these rows.

SMILES | RNase H inhibition
Cc1ccc(NC(=O)c2cnccn2)cc1C | 9%
CS(=O)(=O)N(CC(=O)N1CCOCC1)c1ccc(Br)cc1 | 12%
CN(CC(O)c1cccc(O)c1)C(=O)c1ccccc1 (centres undefined) | 0%
O=[N+]([O-])c1cc(C=Nc2ccc(O)cc2)ccc1Cl | 24%
CCOC(=O)C1=C(C)N=c2s/c(=C\c3ccc(-c4cc(C)c(C)c([N+](=O)[O-])c4)o3)c(=O)n2C1c1ccc(SC)cc1 (centres undefined) | 48%
COc1ccc(/C=C(\C(C)=O)[N+](=O)[O-])cc1 | 5%
COc1ccc(-c2cc(C(=O)Nc3ccccc3C)c3ccccc3n2)cc1 | 10%
CN(C(=O)CCCC(=O)O)c1nccs1 | 0%
Oc1ccc2ccccc2c1C=Nc1ccc(Cl)c2cccnc12 | 21%
O=C(NCCCn1ccnc1)c1cc([N+](=O)[O-])cc([N+](=O)[O-])c1 | 11%
COc1ccc(/C=C/C(=O)Nc2c(F)c(F)c(F)c(F)c2F)cc1 | 10%
CC(=O)c1cccc(NC(=O)/C(=C/c2cccc3ccccc23)NC(=O)c2ccc(C)cc2)c1 | 30%
O=C(CCN1C(=O)/C(=C/c2ccccc2Cl)SC1=S)Nc1ncc(Cc2ccccc2Cl)s1 | 37%
CCCc1cc(-c2nc(-c3ccc(Cl)c(Cl)c3)cs2)ccn1 | 27%
CCOc1cccc(OCCOc2ccc(C(C)C)cc2)c1 | 2%
Cc1ccccc1C(=O)Nc1ccc2nc(SCC(=O)Nc3ccccc3F)sc2c1 | 15%
N#C/C(=C\c1c[nH]c2ccccc12)C(=O)NCC1CCCO1 (centres undefined) | 2%
CC(C)(C)NC(=O)c1sc2ccccc2c1Cl | 8%
COC(=O)c1c(NC(=O)COc2ccc(C)cc2C)sc2c1C(C(=O)OC)CC2 (centres undefined) | 9%
CCC1=NN(C(=O)c2cccc(OC)c2)C(O)(c2ccc(Br)cc2)C1 (centres undefined) | 23%
CCCC(=O)N1CCN(c2ccc(F)cc2)CC1 | 1%
O=C(NC(=S)Nc1ccc(Br)cc1)c1ccccc1F | 6%
CC(C)OC(=O)C(C(=O)C(F)(F)F)c1cc(NS(=O)(=O)c2ccc(F)cc2)ccc1O (centres undefined) | 11%
CCN(CC)S(=O)(=O)c1ccc(Cl)c(C(=O)Nc2sc3c(c2C#N)CCCC3)c1 | 9%
O=C(N/N=C/c1ccc(-c2ccc(Cl)cc2)o1)c1cccc([N+](=O)[O-])c1 | 10%

Some values from the entries so far:
Value of CC(=O)c1cccc(NC(=O)/C(=C/c2cccc3ccccc23)NC(=O)c2ccc(C)cc2)c1 under RNase H inhibition: 30%
Value of N#C/C(=C\c1c[nH]c2ccccc12)C(=O)NCC1CCCO1 (centres undefined) under RNase H inhibition: 2%

Next section.
SMILES | RNase H inhibition
Cn1cc([N+](=O)[O-])c(C(=O)Nc2ccc(Cl)cc2)n1 | 1%
Cc1ccc(-c2ccc(/C=C3/SC(=O)NC3=O)o2)c(Br)c1 | 35%
Cc1cccc(N=C2NC(=O)CS2)c1C | 6%
Cc1occc1C(=O)Nc1nc(-c2ccccc2)c(C)s1 | 18%
CN1CCC(=NNC(=O)c2cccc([N+](=O)[O-])c2)CC1 | 6%
CCOC(=O)c1c(C)n(-c2cccc(Cl)c2)c2ccc(O)cc12 | 37%
Fc1ccc(-c2nnc(-c3ccccc3Cl)o2)cc1 | 9%
O=C(Oc1ccccc1C(=S)N1CCCCC1)c1cc([N+](=O)[O-])cc([N+](=O)[O-])c1 | 23%
NS(=O)(=O)c1ccc(NC(=O)CSc2nc3ccccc3[nH]2)cc1 | 12%
N#CCCS(=O)(=O)c1ccc(Br)cc1 | 7%
Cc1cccc(N2C(=O)c3cccc4c(Cl)ccc(c34)C2=O)n1 | 7%
CN1C(=O)NC(=O)/C(=C/c2cc(Br)ccc2OCc2ccccc2F)C1=O | 24%
Cc1ccc(NC(=O)CC(C)C)cc1Cl | 5%
Cc1ccc(F)c(NC(=O)C(C)(C)Oc2ccc(Cl)cc2)c1 | 12%
C=C(C)COc1cc(/C=C2\N=C(c3ccc(Br)cc3)OC2=O)ccc1OC | 14%
O=C(O)CCCCCN=C1CCCc2ccccc2N1 | 2%
C=CCN1C(=O)/C(=C\c2cc(Cl)cc(Br)c2O)SC1=S | 24%
CCc1cccc(C)c1NC(=O)C(C)(C)CC | 4%
COc1ccc(Br)cc1C=Nc1ccc(NC(C)=O)cc1 | 4%
NC(=O)c1c(NC(=O)c2cccc(Oc3ccccc3)c2)sc2c1CCCC2 | 11%
COc1ccc(C2C(C(=O)OCc3ccccc3)=C(C)NC3=C2C(=O)CCC3)cc1OCc1ccccc1 (centres undefined) | 23%
Cc1ccc2oc(-c3cc(NC(=S)NC(=O)c4ccc(Cl)cc4)ccc3Cl)nc2c1 | 9%
O=C(/C=C/c1ccccc1)Nc1nc(-c2ccccc2)cs1 | 8%
O=C(Nc1ccc(Cl)c(C(F)(F)F)c1)c1cccc(I)c1 | 4%
CCN(CC)CCN1C(=O)C(=O)/C(=C(/O)c2ccccc2)C1c1ccc(Br)cc1 (centres undefined) | 0%

(next part)
SMILES | RNase H inhibition
COc1ccc(C2CC(=O)C3=C(C2)NC(C)=C(C(=O)OC2CCCC2)C3c2ccc(C)cc2)cc1 (centres undefined) | 0%
CCc1ccc(-c2nc3cc(NC(=O)c4ccc(OC)c(Cl)c4)ccc3o2)cc1 | 20%
NC(=O)C1CCN(C2CC(=O)N(c3cccc(Cl)c3)C2=O)CC1 (centres undefined) | 2%
Cc1ccc(NC(=O)c2c(NC(=O)c3cccs3)sc3c2CCCCC3)cc1 | 17%
CCOC(=O)c1[nH]c(=O)[nH]c1CSc1ccccn1 | 5%
Cc1cc(NS(=O)(=O)c2ccc(NC(=O)c3ccc(Br)o3)cc2)no1 | 3%
CC(C)CNC(=O)CC(=O)N/N=C/c1ccccc1O | 6%
Cc1cc(C)n(-c2nc3nonc3nc2Nc2cccc(C(F)(F)F)c2)n1 | 19%
CCOc1cccc(NC(=O)/C(C#N)=C\c2ccc(N(C)C)c(Br)c2)c1 | 8%
Cc1ccc2nc(/C(C#N)=C\c3ccco3)[nH]c2c1 | 4%
COc1ccc(N(CC(=O)N2CCOCC2)S(C)(=O)=O)cc1Cl | 11%
CN(C)c1ccc(C2/C(=C(\O)c3ccccc3)C(=O)C(=O)N2c2cccnc2)cc1 (centres undefined) | 0%
CCOC(=O)CCc1c(C)nc2c(C)c(-c3ccc(C)cc3)[nH]n2c1=O | 6%
O=C(N/N=C/c1ccccc1O)C12CC3CCC(CC(C3)C1)C2 | 7%
Cc1onc(-c2ccccc2Cl)c1C(=O)N1CCN(c2ccc([N+](=O)[O-])cc2Cl)CC1C (centres undefined) | 18%
O=C(N=Nc1c(O)n(CCc2ccccc2)c2ccccc12)c1ccccc1 | 8%
O=[N+]([O-])c1ccc(N/N=C/c2cc(Br)c(O)c(Br)c2)cc1 | 24%
C=CCC1S/C(=N\N=C\c2ccc(Cl)cc2)NC1=O (centres undefined) | 8%
CCN(CC)CCSc1nc2ccccc2n1Cc1ccccc1 | 13%
O=C(/C=C\Nc1ccc(Br)cn1)c1ccc(Cl)cc1 | 10%
C/C=C/c1ccc(OCCOCCOc2c(Cl)cccc2Cl)c(OC)c1 | 29%
S=c1[nH]nc(-c2ccc(Cl)cc2)n1Cc1ccccc1 | 4%
CCOC(=O)c1c(NC(=O)c2ccc(S(=O)(=O)N3CCCCCC3)cc2)sc2c1CCC2 | 6%
Cc1cc(Cl)cc(Cl)c1OCC(=O)Nc1ccccc1C(F)(F)F | 12%
Cc1cc(Cl)ccc1OC(C)C(=O)NCCC1=CCCCC1 (centres undefined) | 12%

Additional compounds follow:
SMILES | RNase H inhibition
CCCOc1ccc(N2C(=O)CC(NCCCc3ccccc3)C2=O)cc1 (centres undefined) | 30%
CCOc1ccccc1OCCN(CC)CC | 5%
COc1ccc(N2CCN(Cc3ccc(OC)c(OC)c3)CC2)cc1 | 13%
CC(=O)N/C(=C\c1ccccc1)C(=O)N1CCCCCC1 | 10%
O=C(Nc1ccc2ccccc2c1)c1cc(I)ccc1Cl | 23%
Cc1ccc(NC(=O)CN(c2ccc([N+](=O)[O-])cc2)S(=O)(=O)c2ccccc2)cc1Cl | 21%
O=C1CC(N2CCC(Cc3ccccc3)CC2)C(=O)N1c1cccc(Br)c1 (centres undefined) | 30%
CCOc1ccc(/C=C/C(=O)N(C)Cc2ccccc2)cc1OC | 5%
COc1ccccc1NC(=O)C(=O)NCc1ccc(Cl)cc1 | 49%
CCC(C)c1ccc(OCCOc2ccc(/C=C3/SC(=S)N(C)C3=O)cc2OC)cc1 (centres undefined) | 12%
CCc1ccc(NCCC(=O)c2ccc(C)o2)cc1 | 18%
CCCc1ccc(OC(=O)c2cccc(C(=O)Oc3ccc(CCC)cc3)c2)cc1 | 19%
O=c1c2ccccc2nc(Cc2ccccc2)n1-c1cccc2ccccc12 | 24%
CCOc1ccccc1NC(=O)C(=O)NCCc1ccc(OC)c(OC)c1 | 0%
COc1cc([N+](=O)[O-])cc(/C=C2/C(=O)NC(=O)N(c3ccc(C)cc3)C2=O)c1O | 0%
COc1ccc(NC(=O)COc2ccc(C)cc2C)c([N+](=O)[O-])c1 | 6%
ONC(=Nc1ccc2c(c1)OCO2)C(=Nc1ccc2c(c1)OCO2)NO | 14%
O=C(O)c1ccc(N/N=C/c2ccc3c(c2)OCO3)cc1 | 4%
O=C(/C=C/c1ccc(F)cc1)N1CCN(C(c2ccccc2)c2ccccc2)CC1 | 15%
CN1C(=O)C(=Cc2ccc(OCC(=O)O)c(Br)c2)C(=O)N(C)C1=O | 5%
C/C(O)=C/C(N)=NC(=O)c1ccccc1 | 0%
N#C/C(=C/Nc1cc(Cl)cc(Cl)c1)c1nc(-c2cc3ccccc3oc2=O)cs1 | 13%
COc1cccc(OCCOCCOc2cc(C=O)ccc2OC)c1 | 26%
CCCOc1c(Cl)cc(/C=C2\N=C(c3cccc(F)c3)OC2=O)cc1OCC | 11%
CC(=O)Nc1cccc(NC(=O)C2CCCCC2C(=O)O)c1 (centres undefined) | 0%

3 structures from above, arranged by formula weight, lowest first.
SMILES | RNase H inhibition
C/C(O)=C/C(N)=NC(=O)c1ccccc1 | 0%
CC(=O)Nc1cccc(NC(=O)C2CCCCC2C(=O)O)c1 (centres undefined) | 0%
Cc1ccc(NC(=O)CN(c2ccc([N+](=O)[O-])cc2)S(=O)(=O)c2ccccc2)cc1Cl | 21%

(next part)
SMILES | RNase H inhibition
C=CCc1cccc(/C=N/Nc2nc3ccccc3s2)c1O | 17%
O=C(Cn1c2ccccc2c(=O)c2ccccc21)N/N=C/c1cc([N+](=O)[O-])ccc1N1CCCC1 | 30%
CCOC(=O)c1ccc(NC(=O)c2cccnc2)cc1 | 10%
CCc1ccccc1OCCCCCNCCO | 1%
O=C(Nc1ncc(Cc2ccccc2Cl)s1)c1cccc2ccccc12 | 2%
CCN1C(=O)/C(=C\c2ccccc2OCc2cccc(C)c2)SC1=S | 15%
Cc1nc(N/N=C/c2c(F)c(F)c(F)c(F)c2F)cc(-c2ccccc2)n1 | 7%
Cc1ccc(CNC(=O)C23CC4CC(CC(C4)C2)C3)cc1 | 13%
Cc1cccc(N2C(=O)C3C(c4ccccc4)C=CC(c4ccccc4)C3C2=O)c1C (centres undefined) | 23%
O=[N+]([O-])c1ccccc1N/N=C/c1c[nH]c2ccccc12 | 6%
O=C(NCc1ccccc1)C(=O)Nc1ccc(Br)cc1 | 2%
O=C(N/N=C/c1ccccc1F)c1ccc(O)cc1 | 10%
CC1=C(C(=O)OC2CCCC2)C(c2ccc(C)cc2)C2=C(CCCC2=O)N1 (centres undefined) | 7%
O=C(Oc1ccc2ccccc2c1)c1ccc(F)cc1 | 13%
O=C(Nc1ccc(-c2nc3ncccc3o2)cc1)c1ccccc1[N+](=O)[O-] | 11%
COc1ccc2oc(=O)c(-c3csc(CC#N)n3)cc2c1 | 9%
CCCCOC(=O)c1cccc(NC(=O)/C=C/c2ccc(OC)cc2)c1 | 12%
COC(=O)C1=C(C)NC2=C(C(=O)CCC2)C1c1ccc(OC)c(OC)c1 (centres undefined) | 22%
COC(=O)COc1ccc(/C=C(/C#N)C(=O)Nc2ccc(Cl)cc2)cc1OC | 9%
O=C(Nc1ccc2oc(-c3ccccc3Br)nc2c1)C(Cl)(Cl)Cl | 3%
Cc1cccc(OCC(=O)Nc2cccc(Br)c2)c1 | 10%
CCN=Cc1c(O)n(-c2ccccc2C)c(=O)[nH]c1=O | 5%
O=C(Nc1cccc2ccccc12)c1ccc(-c2cccc([N+](=O)[O-])c2)o1 | 27%
CCc1ccc2oc(-c3cccc(NC(=O)c4ccccc4Br)c3)nc2c1 | 7%
CCNC(=S)N1c2ccccc2NC2=C(C(=O)CC(C)(C)C2)C1c1ccc(OC)cc1 (centres undefined) | 8%

(listing goes on)
SMILES | RNase H inhibition
O=c1/c(=C/c2ccccc2OS(=O)(=O)c2ccccc2)sc2nc3ccccc3n12 | 2%
COc1ccc(C2CC(c3ccccc3O)=NN2)cc1 (centres undefined) | 3%
Cc1cccc(C)c1NC(=O)NN=Cc1ccc(Br)cc1 | 3%
COc1cccc(OC)c1OCCCOc1c(C)cc(Cl)cc1Cl | 12%
CCn1cc(C(=O)NN)c(=O)c2cc(F)c(N3CCCCC3)cc21 | 7%
CCOC(=O)C1=C(C)N=c2s/c(=C/c3cc(OC)c(OC)c(OC)c3)c(=O)n2C1c1ccc(OC)c(OC)c1 (centres undefined) | 10%

Given field by field: entries from further up.
> COc1cccc(OC)c1OCCCOc1c(C)cc(Cl)cc1Cl
  RNase H inhibition: 12%
> Cc1cccc(C)c1NC(=O)NN=Cc1ccc(Br)cc1
  RNase H inhibition: 3%

Copied from the results shown, 7 compounds:
SMILES | RNase H inhibition
CCNC(=S)N1c2ccccc2NC2=C(C(=O)CC(C)(C)C2)C1c1ccc(OC)cc1 (centres undefined) | 8%
O=c1/c(=C/c2ccccc2OS(=O)(=O)c2ccccc2)sc2nc3ccccc3n12 | 2%
COc1ccc(C2CC(c3ccccc3O)=NN2)cc1 (centres undefined) | 3%
Cc1cccc(C)c1NC(=O)NN=Cc1ccc(Br)cc1 | 3%
COc1cccc(OC)c1OCCCOc1c(C)cc(Cl)cc1Cl | 12%
CCn1cc(C(=O)NN)c(=O)c2cc(F)c(N3CCCCC3)cc21 | 7%
CCOC(=O)C1=C(C)N=c2s/c(=C/c3cc(OC)c(OC)c(OC)c3)c(=O)n2C1c1ccc(OC)c(OC)c1 (centres undefined) | 10%
